NCI-60 one-dose screen, 48 h, at 10 µM unless noted. Numbers give growth in % (100 = growth as untreated, 0 = no growth, -100 = all killed).
PC-3 = PC-3 prostate cancer cells. 80,000 tested, 3.9% active. AID 1794754
DU-145 = DU-145 prostate cancer; AID 1794760; 81,000 tested, 4.2% active
U251 = U251 CNS tumor cells; 80,000 tested, 5.4% active
SNB-75 = SNB-75 CNS cancer | 79,000 tested, 5% active | AID 1794750
SF-539 = SF-539 CNS cancer. 81,000 tested, 6.8% active
SNB-19 = SNB-19 CNS cancer cells; 81,000 tested, 2.5% active; AID 1794751
HCC-2998 = HCC-2998 colon cancer | 79,000 tested, 4.7% active
SF-295 = SF-295 CNS cancer cells | 79,000 tested, 5.6% active
SF-268 = SF-268 CNS cancer cells. 82,000 tested, 3.1% active
* hit, by the source's call; x = no result given; & = joins results of further samples; ! = not active in a repeat. Rule for the calls: active = growth percent below 10; inactive = the rest. Rows are unselected. About 9.9% of those tested had a hit in this group.

Preview:
Values run as follows: PC-3	DU-145	U251	SNB-75	SF-539	SNB-19	HCC-2998	SF-295	SF-268
CC(=O)c1cc(C(=O)c2ccc(Br)cc2)n2cccc(C#N)c12
  105.0	106.4	106.7	160.2	83.3	97.8	112.6	94.8	104.2
Cc1ccc(C(=O)c2sc3[nH]c(=O)c(C(=O)O)cc3c2N)cc1
  85.8	114.4	101.5	98.1	117.3	99.9	20.4	283.7	100.6

Results, repeating the preview:
Values run as follows: PC-3	DU-145	U251	SNB-75	SF-539	SNB-19	HCC-2998	SF-295	SF-268
CC(=O)c1cc(C(=O)c2ccc(Br)cc2)n2cccc(C#N)c12
  105.0	106.4	106.7	160.2	83.3	97.8	112.6	94.8	104.2
Cc1ccc(C(=O)c2sc3[nH]c(=O)c(C(=O)O)cc3c2N)cc1
  85.8	114.4	101.5	98.1	117.3	99.9	20.4	283.7	100.6
NC(=O)OCC(NC(=O)OCc1ccccc1)C(=O)OCc1ccccc1 (configuration not stated)
  97.2	110.3	94.9	79.7	103.9	110.7	114.7	100.4	106.0
CCC(Cc1ccccc1)OC(=O)c1cc(-c2ccc(OC)cc2)nc2ccccc12 (configuration not stated)
  95.2	103.9	100.6	75.4	101.9	91.2	103.9	94.7	96.0
CCOC(=O)c1cc2ccccc2o1
  97.9	102.0	100.8	95.2	92.9	94.1	104.7	97.3	100.6
CC1=C(C(=O)c2ccccc2)C(c2ccc(-n3cncn3)cc2)n2c(nc3ccccc32)N1 (configuration not stated)
  78.7	71.7	71.7	76.4	39.1	74.9	109.3	84.0	77.1
COC(=O)c1ccc(CSc2nnc(-c3c(C)nc4ccc(Cl)cn34)o2)cc1
  100.6	105.1	98.0	89.3	98.2	103.0	103.9	99.8	107.0
O=C1c2ccccc2C(=O)c2c1cc(S(=O)(=O)O)cc2[N+](=O)[O-]
  90.4	107.0	98.9	97.2	90.7	106.0	93.8	102.2	107.9
COC(=O)c1ccc2[nH]c(O)c(C(=Nc3ccc(N(C)C(=O)CN4CCN(C)CC4)cc3)c3ccc(CO)cc3)c2c1
  88.1	99.3	69.6	37.8	72.3	89.0	95.7	x	88.9
COc1ccc(C2=NC(=O)NC2c2ccc(OC)cc2)cc1 (configuration not stated)
  x	88.5	74.6	46.7	62.4	58.5	x	79.7	73.3

Profiles as entered above. Order of values: PC-3 | DU-145 | U251 | SNB-75 | SF-539 | SNB-19 | HCC-2998 | SF-295 | SF-268
Shown for `COC(=O)c1ccc(CSc2nnc(-c3c(C)nc4ccc(Cl)cn34)o2)cc1` → 100.6 | 105.1 | 98.0 | 89.3 | 98.2 | 103.0 | 103.9 | 99.8 | 107.0
Shown for `Cc1ccc(C(=O)c2sc3[nH]c(=O)c(C(=O)O)cc3c2N)cc1` → 85.8 | 114.4 | 101.5 | 98.1 | 117.3 | 99.9 | 20.4 | 283.7 | 100.6

The list goes on:
Values run as follows: PC-3	DU-145	U251	SNB-75	SF-539	SNB-19	HCC-2998	SF-295	SF-268
CCCCCCCn1ncc2c(Nc3cccc(Br)c3)ncnc21
  106.0	101.7	102.3	103.1	99.6	97.9	127.3	93.4	101.2
O=C1[C@@H](OS(=O)(=O)N2CCCC2)[C@H](c2ccc(F)cn2)N1c1cc2c3ccccc3ccc2c2ccccc12
  80.7	110.3	94.8	91.1	104.3	94.9	98.4	96.4	95.5
Cc1ccc(C(=O)CCCC(=O)c2ccc(C)cc2)cc1
  91.1	110.2	102.4	86.5	99.2	99.8	x	131.9	100.8
C(#Cc1ccccc1)c1ccccc1
  x	105.4	105.3	88.4	96.4	100.9	106.6	109.5	108.1
COc1ccc(C(=NNS(=O)(=O)c2ccc(C)cc2)c2ccc(Cl)cc2)cc1OC
  71.3	99.9	80.7	70.2	98.1	101.0	94.4	82.6	85.5
COC(=O)c1ccc2c(c1)nc(-c1ccc(Cl)cc1)n2Cc1ccc(OC)c(OC)c1
  73.0	96.7	83.4	75.6	101.4	90.4	90.7	68.0	81.1
Nc1n[nH]c2cccc(C#Cc3cccc(NC(=O)c4cccc(OC(F)(F)F)c4)c3)c12
  68.3	71.4	59.3	47.7	6.6*	81.3	38.0	73.8	50.9
CCOC(=O)c1ccc(NC(=S)NC(=O)c2ccccc2)cc1
  91.3&90.5	104.7&112.5	98.2&100.2	91.4&67.5	95.8&90.1	88.8&98.7	107.2	94.4&90.5	107.0&107.4
C=C(C)[C@@H]1CC[C@]2(C(N)=O)CC[C@]3(C)[C@H](CC[C@@H]4[C@@]5(C)C/C(=C/c6cc(OC)cc(OC)c6)C(=O)C(C)(C)[C@@H]5CC[C@]43C)[C@@H]12
  26.5	84.5	59.2	76.4	72.9	72.1	91.5	39.0	65.9
O=Cc1csc2ccccc12
  91.0	111.4	91.9	99.7	102.1	105.7	99.2	107.3	100.5
COc1cc(C(=O)Nc2ccc(Cn3nnc4c(F)cccc43)cc2)cc(OC)c1OC
  88.8	95.2	91.6	87.6	94.4	96.2	99.2	100.3	99.2
O=C(O)N/N=C/c1cc(Cl)ccc1O
  85.5	111.1	97.2	88.9	99.5	91.9	98.5	98.4	93.5
COC(=O)[C@@H](Cc1c[nH]c2ccccc12)NC(=O)[C@H](C)NCc1ccc2[nH]ccc2c1
  77.6	103.0	91.0	92.0	102.7	89.6	95.8	96.7	101.1
COc1ccc2c(c1)C(C)Cc1c(ncnc1-n1cnc3ccccc31)N2C (configuration not stated)
  17.5	23.7	21.4	37.5	4.9*	33.4	25.4	13.6	37.4
COc1cc(/C=C/C(=O)c2ccc(NC(=O)CSc3nnc(-c4ccccc4)o3)cc2)cc(OC)c1OC
  76.9	95.6	77.6	87.6	94.9	85.1	99.1	103.7	95.8
CNC(=O)c1ccccc1CC1(O)c2ccccc2Oc2ccccc21
  35.3	61.3	47.8	58.3	56.5	93.0	80.9	36.8	57.7
COc1cc(-c2c3c(nn2-c2ccccc2)CCc2cnoc2-3)cc(OC)c1OC
  80.4	x	85.2	56.3	109.0	90.9	102.3	92.3	98.7
[2H]C1NCCCC1([2H])c1ccc(-n2cc3cccc(C(N)=O)c3n2)cc1 (configuration not stated)
  81.9	89.2	82.1	77.7	88.3	87.5	78.6	87.7	83.0
COc1ccc(CC(=O)OCC(C)C)cc1
  98.5	116.7	97.6	95.8	107.0	113.0	107.8	115.0	107.4
O=CC(O)C(O)C(O)C(O)CO (configuration not stated)
  99.1	108.7	96.3	95.4	103.9	102.1	105.5	101.0	99.0
CN(C)c1ccc(-c2ccncc2)cc1
  96.8	104.2	95.2	81.6	102.9	108.2	107.8	104.7	92.5
CCOC(=O)C1=CSC2=NC(C)=CC(c3ccc(OC)c(OC)c3)N12 (configuration not stated)
  88.7	104.8	97.4	74.7	94.9	95.0	113.2	108.3	99.3
COc1cc(N/C(N)=N\C(N)=NC(C)C)cc(OC)c1OC
  112.5	153.5	97.7	91.4	98.5	112.4	91.8	106.5	114.2
CN1c2ccccc2C(=O)N(NC(=O)Nc2ccccc2)C1c1ccccc1 (configuration not stated)
  93.2	108.3	106.8	99.8	106.2	100.8	103.8	97.5	103.8
CCC(C)(C)N(CC(=O)O)CC(=O)O
  93.9	110.5	94.3	90.7	96.0	103.6	112.9	99.1	101.3
CN1CCN(C(=S)SCC(=O)Nc2nc3ccccc3s2)CC1
  85.0	115.0	107.7	77.0	106.9	99.9	x	97.6	106.2
CCCCOc1ccc(OCCCN2CCOCC2)cc1
  69.2	114.0	104.9	105.7	101.1	102.5	107.5	110.6	102.0
O=C(Nc1cccc(Cl)c1)Nc1cc(C(F)(F)F)ccc1Cl
  -3.5*	x	6.9*	18.2	43.5	16.6	13.2	-1.4*	41.8
O=C(CCCCCCNC(=O)C(O)(O)C(F)(F)F)Nc1nc2ccccc2s1
  34.6	6.7*	-35.4*	38.9	10.5	17.0	-39.8*	-36.5*	8.8*
O=C(CCCCCCSc1nc(-c2ccccc2)cc(-c2ccccc2)n1)NO
  49.7	36.3	35.0	21.2	53.1	47.3	63.4	41.7	62.3
NS(=O)(=O)c1ccc(-n2nc(-c3ccc(Oc4ccccc4)cc3)ccc2=O)cc1
  93.2	107.4	x	88.4	97.5	95.4	100.6	94.6	108.0
O=C(N/N=C/c1ccc(Cl)cc1)c1ccc(Br)o1
  109.2	182.5	103.9	117.3	108.4	106.5	103.8	128.5	188.0
COc1ccc(/C=C2/C(=O)N=C3N2NC(c2ccccc2)=CN3c2ccccc2)cc1
  96.1	114.3	99.4	98.1	94.8	97.7	97.7	103.2	98.5
Cc1ccc(C2=CSC3=NCCN23)cc1Cl
  88.8	98.5	92.1	79.5	92.9	98.7	105.2	74.8	114.5
Clc1ccc2c(OCCCn3ccnc3)c3oc4ccccc4c3nc2c1
  104.2	72.4	74.8	83.0	63.0	76.1	66.1	52.7	97.3
CCOc1ccc(N2C(=O)C(C)CNC2=S)cc1 (configuration not stated)
  95.3	105.7	97.1	100.0	100.6	98.2	113.9	94.8	99.2
CNC(=O)c1cc(Oc2ccc3c(c2)sc2nc(-c4ccc(C(F)(F)F)cc4)cn23)ccn1
  56.5	81.8	91.8	99.2	77.1	84.4	83.4	45.2	80.0
C[C@H](c1nc2ccccc2[nH]1)[C@H]1CC[C@H]2[C@@H]3CCC4=CC(=O)CC[C@]4(C)[C@H]3CC[C@]12C
  79.5	105.9	75.8	82.7	83.5	95.5	105.4	81.5	96.9
O=C1/C(=C/C=C/c2ccco2)SC(=S)N1Cc1ccccc1
  100.9	93.8	92.3	84.7	101.3	89.2	99.7	97.0	89.7
COc1ccccc1C(=O)Nc1cccc(-c2cc(=O)c3c(O)c(OC)c(OC)cc3o2)c1
  89.7	102.9	66.9	83.5	90.5	74.6	109.6	93.8	91.4

Given with tabs: 2 of the compounds above
Compound	PC-3	DU-145	U251	SNB-75	SF-539	SNB-19	HCC-2998	SF-295	SF-268
COc1ccc(C2=NC(=O)NC2c2ccc(OC)cc2)cc1 (configuration not stated)	x	88.5	74.6	46.7	62.4	58.5	x	79.7	73.3
CCCCCCCn1ncc2c(Nc3cccc(Br)c3)ncnc21	106.0	101.7	102.3	103.1	99.6	97.9	127.3	93.4	101.2

Continuation.
Values run as follows: PC-3	DU-145	U251	SNB-75	SF-539	SNB-19	HCC-2998	SF-295	SF-268
O=[N+]([O-])c1c(Cl)c(Cl)c(O)c(Cl)c1Cl
  94.6	125.8	101.3	99.0	113.0	109.1	100.8	105.3	116.0
CC(=O)N(C)c1ccc2c(c1)C(=O)c1ccccc1-2
  96.0	114.4	94.9	83.2	101.9	94.2	99.0	101.2	107.0
Cc1cn(C2CC(O)C(CO)(N=[N+]=[N-])O2)c(=O)[nH]c1=O (configuration not stated)
  96.2	104.7	102.6	102.4	99.4	102.6	109.0	100.4	104.9
CCN1CCCC1CNC(=O)c1ncc(-c2ccc(C(F)(F)F)cc2)c(NC2CCCCCC2)n1 (configuration not stated)
  58.4	83.2	52.7	74.3	94.7	85.2	72.4	69.3	86.8
CCCCn1c(C)nc2ccc(Nc3nc(N4CCCC4)nc4nc[nH]c34)cc21
  87.9	86.0	83.5	71.6	98.0	89.2	101.7	96.8	83.9
Cc1ccccc1N1CCN(C(C)(C)C#N)CC1
  94.5	131.2	102.6	x	98.3	99.9	95.6	105.9	120.7
Cc1ccc2nc3nc4ccc[nH]c4cc3c2c1
  87.5	107.5	92.5	72.3	83.5	97.3	63.7	112.6	94.1
c1ccc2cc(C[n+]3ccn(Cc4ccc5ccccc5n4)c3)ccc2c1
  4.1*!	64.5&21.9	23.0&12.4	33.2&18.9	29.3&13.8	19.7&13.3	30.9&11.1	60.0&19.7	41.2&11.9
CCn1cc(Cc2cc(C(=O)Nc3cc4cc(OC)c(OC)cc4c(C)n3)ccc2Cl)cn1
  29.2	55.3	48.3	36.0	8.2*	44.7	65.1	39.7	49.3
O=C1Nc2ccccc2/C1=C/C(=N/c1nnc(-c2ccc(Cl)cc2)s1)c1ccccc1
  75.7	30.5	x	76.4	27.9	100.4	99.8	x	55.9
CC(C)CCCN(CCCC(C)C)CC(O)c1cc2c(c3ccccc13)CCCC2 (configuration not stated)
  69.6	74.2	79.9	92.7	74.9	95.3	58.7	77.6	75.9
C=C(Cl)CN(CC)CCO
  93.2	108.3	91.5	71.5	103.5	100.5	110.8	x	106.0
NS(=O)(=O)c1ccc(C(=O)NNCCC(=O)c2ccccc2)cc1
  99.8	114.3	99.8	90.2	96.7	99.9	102.8	103.4	105.3
CCc1ccc(S(=O)(=O)NC(=O)NC2CC2)cc1
  102.6	110.0	98.5	103.8	90.7	94.1	97.9	98.9	100.3
COc1cc2oc(-c3cccc(C(=O)Nc4ccc(Cl)cc4)c3)cc(=O)c2c(OCCNC(=O)[C@@H](N)CO)c1OC
  48.3	77.0	-82.6*	120.7	23.9	25.0	20.5	99.4	69.9
Cc1cc(C)c(C)c(Br)c1C
  93.2	101.6	101.0	77.2	97.5	113.2	101.5	100.0	97.2
CCOC(=O)CNCc1ccccc1
  94.6	110.1	97.0	88.0	98.4	93.3	94.9	103.1	100.7
CC(=O)OC(C)C(=O)OCC1OC(OC(=O)C(C)OC(C)=O)C(OC(=O)C(C)OC(C)=O)C(OC(=O)C(C)OC(C)=O)C1OC(=O)C(C)OC(C)=O (configuration not stated)
  102.8	107.6	102.3	96.4	100.7	102.0	110.2	101.6	101.6
Cc1ccc(N2CCN(CCOCCC#N)CC2)cc1
  87.7	112.5	103.9	85.8	89.8	107.1	x	x	98.9
NCc1ccc([N+](=O)[O-])cc1
  97.0	110.7	x	85.4	97.4	98.7	108.5	95.6	103.1
COc1cc2nc(-c3ccc(NC(=O)/C=C/c4ccc(F)c(F)c4)cc3)sc2c(OC)c1OC
  94.1	115.6	98.7	97.8	101.2	102.4	107.9	114.7	105.4
Cc1cc(=O)oc2c(C)cc(C(C)(C)C)cc12
  95.4	115.4	99.5	85.1	89.0	84.3	x	109.3	98.9
CCCCC(CC)CN(CC(CC)CCCC)N=O (configuration not stated)
  109.2	106.9	105.0	97.0	113.7	97.3	x	94.5	101.2

Bioassay records from PubChem.
